D2 potentiator: HTS Assay for Positive Allosteric Modulators of the Human D2 Dopamine Receptor: Primary Screen for Potentiators; HEK293 T-REx D2, calcium flux, EC20 dopamine potentiation; potentiation, % at 10 µM; 0.34% of 340,000 active;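 active means potentiation over 3 SD above the plate norm, cut at about 30% in these data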; further: 0% is about no effect
Target sequence (P14416 whole entry, looked up): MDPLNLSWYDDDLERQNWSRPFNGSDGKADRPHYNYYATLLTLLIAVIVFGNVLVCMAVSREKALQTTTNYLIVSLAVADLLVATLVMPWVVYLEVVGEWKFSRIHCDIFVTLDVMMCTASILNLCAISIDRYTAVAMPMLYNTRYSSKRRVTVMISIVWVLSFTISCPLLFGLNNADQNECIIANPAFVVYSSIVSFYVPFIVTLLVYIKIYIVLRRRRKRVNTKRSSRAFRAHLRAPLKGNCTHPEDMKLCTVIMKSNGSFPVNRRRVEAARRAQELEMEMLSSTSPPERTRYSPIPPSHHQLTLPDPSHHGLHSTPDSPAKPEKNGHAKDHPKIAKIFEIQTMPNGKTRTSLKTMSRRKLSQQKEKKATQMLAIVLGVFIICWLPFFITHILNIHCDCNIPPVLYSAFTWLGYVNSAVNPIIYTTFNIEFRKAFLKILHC
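Potentiation of an EC20 dopamine calcium response measured kinetically over 180 s, after a preceding 180 s compound-only read flagging agonists. Cells: inducible Hek293 Trex D2 line, 4000/well, cultured overnight at 30 C before dye loading.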
RXFP1 agonist: qHTS Assay for Agonists of the Relaxin Receptor RXFP1. Potency, µM (doses to about 57.5 µM), without a hit: at the top dose activation, most hits filed as activators. Relaxin receptor 1 (Homo sapiens), Q9HBX9. HEK293T-RXFP1 cAMP TR-FRET, 30 min; response scale: percent of porcine relaxin response, buffer zero. 0.3% of 370,000 active; further: potency means the concentration at half of the fitted maximal effect; on the % scale 0 is the no-effect control and ±100 the full control effect; nearly all actives have a fitted effect of over 60% in size; many of its hits are not listed in these tables
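HEK293 cells stably expressing RXFP1, treated 30 min at 37C with compounds plus PDE4 inhibitor Ro 20174; cAMP measured by HTRF TR-FRET. Normalized to buffer and 29 nM porcine relaxin; EC50 by Hill fit.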
TRHR agonist: qHTS for Small Molecule Agonists and Allosteric Enhancers of Human TRH Receptor: Primary Screen for Agonists; Thyrotropin-releasing hormone receptor (Homo sapiens), P34981; TRHR cells, calcium flux fluo-8, FDSS agonist mode; activation, % at 2 µM; 0.18% of 360,000 active; AID 493084, 2011; in the data active means activation above about 30%; further: 0% is about no effect
Target sequence (P34981 whole entry, looked up): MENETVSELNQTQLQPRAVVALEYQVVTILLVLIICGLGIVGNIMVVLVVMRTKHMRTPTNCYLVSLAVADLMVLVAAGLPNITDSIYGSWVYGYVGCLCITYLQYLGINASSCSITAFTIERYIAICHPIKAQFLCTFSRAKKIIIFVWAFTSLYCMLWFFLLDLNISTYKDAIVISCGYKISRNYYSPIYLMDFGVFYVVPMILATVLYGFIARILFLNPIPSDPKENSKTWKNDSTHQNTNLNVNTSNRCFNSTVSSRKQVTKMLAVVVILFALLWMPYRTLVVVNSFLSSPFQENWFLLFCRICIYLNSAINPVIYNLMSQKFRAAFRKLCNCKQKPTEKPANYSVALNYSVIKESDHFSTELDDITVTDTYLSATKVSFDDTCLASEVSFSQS
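Read-out: compound-evoked intracellular calcium rise in TRHR cells, fluo-8 dye, kinetic FDSS fluorescence at 1 s/cycle following a 10-cycle baseline. Cells cultured overnight before dye loading (30 min–1.5 h, RT).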
D1 agonist: Allosteric Agonists of the Human D1 Dopamine Receptor: qHTS; 1% of 360,000 active; activation, % at 2 µM; AID 504660, 2011; HEK293 T-REx D1 cells, calcium flux, agonist mode; D(1A) dopamine receptor (Homo sapiens), P21728; in the data active means activation above about 30%; further: 0% is about no effect
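Inducible HEK293 T-REx D1 cells, force-coupled to calcium signalling, were plated at 4000 cells/well with tetracycline and held overnight at 30 C. After no-wash calcium dye loading, compound-evoked calcium rise over 180 s flagged agonists.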
D1 antagonist: Antagonist of Human D 1 Dopamine Receptor: qHTS; 3.2% of 360,000 active; D(1A) dopamine receptor (Homo sapiens), P21728; AID 504652, 2011; HEK293 TREx D1 cells, calcium flux, dopamine EC80; active compounds read low; activity change, negative = inhibition, % at 10 µM; in the data active means activity change below about -30%; further: on the % scale 0 is the no-effect control and ±100 the full control effect
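Antagonism measured as reduced calcium response to an EC80 dopamine addition following 180 s compound pre-read; cells were inducible HEK293 Trex D1 plated overnight at 30 C, read kinetically at 1 cycle/sec.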
RXFP1 antagonist: qHTS Assay for Antagonists of the Relaxin Receptor RXFP1. HEK293-RXFP1, relaxin-stimulated cAMP HTRF, 30 min; active compounds read low. AID 1259400, 2018. Relaxin receptor 1 (Homo sapiens), Q9HBX9. activity change, negative = inhibition, % at 57.5 µM. 0.59% of 350,000 active;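 active means activity change of -60% or lower, but not beyond a set lower limit; inconclusive means change between -60% and -40%, or beyond the set limit; inactive means change above -40%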; further: on the % scale 0 is the no-effect control and ±100 the full control effect
Apoferritin bind: qHTS Assay for Identification of Novel General Anesthetics | 0.074% of 350,000 active | Potency, µM (titrated, usually from 77.5 µM), for the others: at the top dose activity change, negative = displacement, hits mostly inhibitors | apoferritin/1-aminoanthracene competitive binding, fluorescence; further: potency means the concentration at half of the fitted maximal effect; on the % scale 0 is the no-effect control and ±100 the full control effect; nearly all actives have a fitted effect of over 20% in size
Target sequence (P02791 2-175 limits assumed): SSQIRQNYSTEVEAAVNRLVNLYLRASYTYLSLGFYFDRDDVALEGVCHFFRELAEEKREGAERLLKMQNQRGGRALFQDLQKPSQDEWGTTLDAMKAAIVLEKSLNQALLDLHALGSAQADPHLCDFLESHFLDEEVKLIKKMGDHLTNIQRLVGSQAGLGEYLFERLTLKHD
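Horse-spleen apoferritin (10 uM) in 50% saturated 1-aminoanthracene in PBS was incubated 10 min at room temperature with compound. Fluorescence (ex 380, em 535 nm) was normalized to free and bound 1-AMA, with concentration-response fitted by a four-parameter Hill equation.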
TRHR PAM: qHTS for Small Molecule Agonists and Allosteric Enhancers of Human TRH Receptor: Primary Screen for Enhancers; TRHR cells, fluo-8 calcium fluorescence, EC20 TRH enhancement; enhancement, % at 2 µM; 0.66% of 360,000 active; in the data active means enhancement above about 30%; further: 0% is about no effect
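Enhancer read-out: after compound pinning and an initial kinetic agonist-mode read, an EC20 of TRH (10 nM final) was injected and fluo-8 calcium signal (Ex 480/Em 530) followed at 1 s/cycle for 100 cycles in TRHR-expressing cells.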
D1 PAM: Potentiators of Human D1 Dopamine Receptor: qHTS; HEK293 TREx D1 cells, calcium flux, dopamine EC20 potentiation; potentiation, % at 10 µM; 0.036% of 360,000 active; AID 504651, 2011; in the data active means potentiation above about 30%; further: 0% is about no effect
Active calls of the source: *; u = inconclusive; x = no result given; & = joins results of further samples; [ ] = remark or other dose. Unless noted, the call rests on the fitted dose curve; in most records, active means well fitted curve in the direction sought with a large enough effect; inconclusive means small, poorly fitted or top-dose-only effect, or another doubt; inactive means no such curve, though single readings can be large; an effect the other way counts as inactive or inconclusive. Not all compounds are listed, so the mix of outcomes need not match the whole.

SMILES	D2 potentiator	RXFP1 agonist	TRHR agonist	D1 agonist	D1 antagonist	RXFP1 antagonist	Apoferritin bind	TRHR PAM	D1 PAM
Cc1ccc(S(=O)(=O)N2CCC[C@H]2C(=O)OCC(=O)c2ccc3c(c2)NC(=O)CO3)cc1	3	0.0%	-1.2	11	-3	8	11%	-1	1
CCOc1cccc(C(=O)Nc2c(C(=O)c3ccc(OC)cc3)oc3ccccc23)c1	-16	u	-0.4	22	3	2	8%	-12	0
C/C(=N\NC(=O)c1ccc(O)cc1O)c1cccnc1	11	2.6%	0.6	3	8	1	-6%	-3	1
CCC(C)NC(=O)C1CCN(S(=O)(=O)c2ccc(OC)cc2)CC1 (centres undefined)	x	2.7%	-0.6	-2	x	3	-12%	-11	1
O=C(Nc1ccc2c3c(cccc13)CC2)c1cccc([N+](=O)[O-])c1	-12	-3.3%	0.2	1	-7	-3	2%	-1	-10
Nc1nc(N)c(N=Nc2ccc(C(=O)O)cc2)c(N)n1	-7	-3.1%	-0.1	2	0	7	1%	-2	3
Cc1ccc(CN2CCN(/N=C/C=C/c3ccccc3[N+](=O)[O-])CC2)cc1	-9	0.5%	-1.0	2	-30	-18	u	14	-7
O=C(Cc1ccccc1)N[C@@H](Cc1ccccc1)C(=O)O	-1	-1.7%	-0.1	-4	0	x	3%	-5	0
O=C1NC[C@H](Cc2ccc(O)cc2)N(CC2CCCCC2)C1=O	15	0.2%	0.6	2	-7	x	-3%	-1	-8
Cc1oc2c(CN3CCOCC3)c(O)ccc2c(=O)c1-c1ccc(Br)cc1	-3	2.6%	-1.1	-4	22	5	1%	6	5
COc1ccc(Cl)cc1S(=O)(=O)N1CCN(C(=O)c2ccco2)CC1	2	0.1%	-0.6	3	4	0	-7%	5	0
N#Cc1cccc(CN2C=NS(=O)(=O)c3ccccc32)c1	5	2.2%	0.6	2	-4	6	-5%	1	-3
O=c1[nH]nc(Cc2ncc(C(F)(F)F)cc2Cl)c2ccccc12	x	0.2%	-0.1	13	-19	0	1%	-6	-6
CN1CCn2c1nc(N1CCOCC1)nc2=O	3	0.0%	-0.2	3	4	1	-5%	0	6
Cn1nnc2cc(C(=O)Nc3ccccc3F)ccc21	-15	-0.9%	0.2	6	-4	23	2%	-1	-3
S=C(NCCc1ccccc1)N/N=C/C1CCCCC1	-3	-0.6%	0.1	-3	-11	x	-24%	2	0
CCC(Sc1nccn1C)C(=O)Nc1nnc(C)s1 (centres undefined)	5	0.2%	0.2	4	7	x	-11%	-4	x
Brc1ccccc1-n1nnc(-c2ccnc3ccccc23)n1	0	1.6%	-0.2	12	14	x	u	-6	-4
Cc1ccc(NC(=O)C2CC(Cl)=CCC2C(=O)O)c([N+](=O)[O-])c1 (centres undefined)	-8	2.0%	-0.9	3	0	10	-19%	0	0
O=C(N/C(=C\c1cccnc1)C(=O)N1CCCCC1)c1cccc(Br)c1	-2	1.7%	0.4	9	5	-1	3%	-2	x
Cc1cccc(C)c1NC(=O)CNC(=O)C(C)N1CCN(c2cccc(Cl)c2)CC1 (centres undefined)	4	1.8%	-0.5	-1	x	2	x	-2	3
COc1cc(C)c(NC(=S)Nc2ccc(C)c(Cl)c2)cc1OC	-4	1.0%	0.4	10	-9	-3	8%	-1	-3
CCC(C)(C)NC(=O)C(c1ccc(C)o1)N(C(=O)c1csnn1)c1cccc(F)c1 (centres undefined)	3	1.1%	-0.5	3	3	-12	7%	-1	25
CCOC(=O)c1c(-c2cccc(N)c2)cn2ccccc12	7	-0.8%	-0.9	1	-7	9	-11%	1	-3
O=C(CC1C(=O)NCCN1Cc1cccc(Oc2ccccc2)c1)NCCc1cscn1 (centres undefined)	13	4.4%	-0.2	3	4	-3	-18%	-12	-1

Four entries from above, ordered by their value in D1 agonist, rising:
SMILES	D2 potentiator	TRHR agonist	D1 agonist	D1 antagonist	RXFP1 antagonist	TRHR PAM	D1 PAM
O=C(Cc1ccccc1)N[C@@H](Cc1ccccc1)C(=O)O	-1	-0.1	-4	0	x	-5	0
C/C(=N\NC(=O)c1ccc(O)cc1O)c1cccnc1	11	0.6	3	8	1	-3	1
Brc1ccccc1-n1nnc(-c2ccnc3ccccc23)n1	0	-0.2	12	14	x	-6	-4
O=c1[nH]nc(Cc2ncc(C(F)(F)F)cc2Cl)c2ccccc12	x	-0.1	13	-19	0	-6	-6

Remaining list, next part.
SMILES	D2 potentiator	RXFP1 agonist	TRHR agonist	D1 agonist	D1 antagonist	RXFP1 antagonist	Apoferritin bind	TRHR PAM	D1 PAM
Cc1cc(C)c(Nc2nn3c(=O)c4cc5c(cc4nc3s2)OCO5)c(C)c1	-2	1.6%	0.2	2	31	x	-16%	3	4
O=C(Nc1nnc(S(=O)(=O)N2CCCc3ccccc32)s1)c1ccccc1Br	3	1.1%	-0.2	-1	14	-32	-8%	-5	-2
Cc1ccc(C(=O)Oc2coc(CSc3nnc(NC(=O)C4CC4)s3)cc2=O)cc1C	7	-0.2%	-0.5	2	9	-4	-15%	6	4
CCN(CC(=O)Nc1ccc(OC)cc1)CC(=O)Nc1cccc(C#N)c1	3	1.3%	0.1	4	-12	-2	-8%	4	-5
CCN(c1cccc(C)c1)S(=O)(=O)c1cn(CC(=O)OC)c2ccc([N+](=O)[O-])cc12	-5	-0.7%	3.3	6	-4	1	u	-10	-7
CCN(CCC#N)c1ccc(/C=N/Nc2nc(C)cc(=O)[nH]2)c(C)c1	-1	-2.5%	-0.2	2	-23	5	41%[activator]	-5	-4
CC1CN(S(=O)(=O)c2csc(C(=O)Nc3ccccc3)c2)CC(C)O1 (centres undefined)	-9	2.0%	-0.8	0	-19	-2	-23%	-7	-8
O=C(Nn1c(C2CCCCC2)nc2ccccc2c1=O)c1ccc([N+](=O)[O-])cc1	-3	0.4%	-2.5	11	8	-34	-3%	-6	2
COc1ccc(-c2nc3ccccc3o2)cc1NC(=O)c1ccc(-c2cccc(Cl)c2C)o1	-1	1.6%	-0.5	-1	6	x	8%	0	0
Cc1ccc(/C=C/C(=O)c2ccc(C)cc2)cc1	-5	-0.7%	-0.2	3	-22	6	-11%	-1	-4
Nc1cc(=O)[nH]c(SCC(=O)Nc2cccc(Cl)c2Cl)n1	-4	-0.2%	0.0	-3	17	-3	-5%	8	4
CCOC(=O)N1CCN(CC(O)COc2c(OC)cccc2OC)CC1 (centres undefined)	16	0.3%	0.1	10	-15	-9	-2%	-1	-3
O=C(Cn1cnc2ccccc2c1=O)NCCC(=O)Nc1ccc2c(c1)OCCO2	13	1.0%	-0.6	3	-25	-5	-10%	-7	-1
O=C(COc1ccc(Br)cc1)NC(=S)Nc1ccccc1N1CCOCC1	-3	4.5%	-0.2	8	0	-6	-17%	1	0
CC(=O)NC12CC3CC(C1)CC(C(=O)Nc1nccs1)(C3)C2	-7	2.7%	0.2	1	0	-1	-13%	3	6
CCCCn1cc(S(=O)(=O)c2cc(C)ccc2C)c(=O)c2cc(F)c(N3CCC(C)CC3)cc21	-9	0.1%	-0.3	-1	-12	17	-4%	-2	1
CN(C)c1nc(N(C)C)nc(N(C#N)CCOc2ccccc2)n1	-6	3.3%	0.3	7	-14	-3	3%	-4	8
CN(C)C(C(=O)NC1CCCCC1)c1ccc(Cl)cc1 (centres undefined)	0	0.3%	0.2	0	-18	-4	-7%	-4	-3
O=C(CO)N/N=C/c1cccc(Cl)c1Cl	1	-0.4%	-0.4	2	3	-5	-7%	3	-5
Cc1ccc(S(=O)(=O)N2CCOCC2)cc1C(=O)N1c2ccccc2Sc2ccccc21	26	1.2%	-0.1	5	-8	-14	-12%	4	0
COC(=O)C1=C(C(C)=O)C(c2ccc(C(=O)OC)cc2)n2nnnc2N1 (centres undefined)	-1	1.5%	0.7	1	4	-20	-12%	-7	6
CC(C)CC1NC(=O)N(CC(=O)c2ccc3c(c2)OCCO3)C1=O (centres undefined)	0	1.1%	0.2	2	21	4	u	2	5
CC1(C)NC(=O)N(CC(O)COc2ccccc2[N+](=O)[O-])C1=O (centres undefined)	4	5.6%	0.0	3	9	12	-5%	-2	-4
CCOc1ccc(N2C(=O)C3Sc4[nH]c(=O)sc4C(c4ccc(OC)c(OC)c4)C3C2=O)cc1 (centres undefined)	-20	2.2%	-0.2	1	6	4	-20%	6	3
CCSc1ncnc2c1oc1ccccc12	-1	2.0%	-0.7	2	-3	3	-21%	2	-1
Additional structures:
SMILES	D2 potentiator	RXFP1 agonist	TRHR agonist	D1 agonist	D1 antagonist	RXFP1 antagonist	Apoferritin bind	TRHR PAM	D1 PAM
COc1ccc(CCNC(=O)c2nnc(Cc3ccc(Cl)cc3)o2)cc1OC	14&29	0.0%&-0.5%	-1.3&-0.5	-1&1	-3&15	-12	u	2&5	2
CC(C)(C)c1cc(CCC(=O)NCC2CCCO2)cc(C(C)(C)C)c1O (centres undefined)	-3	0.2%	-0.1	2	-1	-4	-2%	-4	-5
CCN(C(=O)COC(=O)C1CCN(S(=O)(=O)c2ccc3c(c2)OCCO3)CC1)C1CCS(=O)(=O)C1 (centres undefined)	8	-0.3%	-0.2	2	-10	-12	x	14	-4
CCOc1ccc(-c2nnc(SCC(=O)N(CC)CC)n2N)cc1	-8	-0.3%	0.6	0	-1	1	-8%	-2	2
O=C(NNC(=O)c1ccccc1[N+](=O)[O-])c1ccc(NS(=O)(=O)c2cccs2)cc1	4	-1.0%	-0.2	1	1	18	-9%	8	4
CCCCS(=O)(=O)Nc1ccc(N2CCOCC2)c(S(=O)(=O)N2CCOCC2)c1	-2	2.0%	0.6	2	3	-6	-6%	7	0
CC(=O)N1CCN(c2ccc(NCc3ccco3)cc2)CC1	15	-1.5%	0.3	1	x	x	x	4	-1
CCC(CC)C(=O)OCc1cc(=O)n2nc(C3CC3)sc2n1	5	11%	0.5	2	-8	x	-16%	3	1
COc1ccc(CN2CCNC(=O)C2CC(=O)N(C)Cc2ccno2)c(F)c1 (centres undefined)	-13	-0.4%	0.8	2	-17	3	-3%	-5	-1
COc1ccc(-n2nnnc2S(=O)(=O)CC(=O)N2CCCCC2)cc1	25	0.2%	0.3	6	-6	x	-15%	-13	x
